RXFP1 antag = qHTS Assay for Antagonists of the Relaxin Receptor RXFP1; HEK293-RXFP1, relaxin-stimulated cAMP HTRF, 30 min; hits give low values; hit rate 0.59% among 350,000; activity change, negative = inhibition, % at 57.5 µM;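 active = activity change of -60% or lower, but not beyond a set lower limit; inconclusive = change between -60% and -40%, or beyond the set limit; inactive = change above -40%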; note: % is set by controls: 0 for no effect and ±100 for the full control effect
D1 PAM = Potentiators of Human D1 Dopamine Receptor: qHTS. potentiation, % at 10 µM. AID 504651, 2011. HEK293 TREx D1 cells, calcium flux, dopamine EC20 potentiation. hit rate 0.036% among 360,000. D(1A) dopamine receptor (Homo sapiens), P21728; in the data active = potentiation above about 30%; note: 0% is about no effect
Target sequence (P21728 whole entry, looked up): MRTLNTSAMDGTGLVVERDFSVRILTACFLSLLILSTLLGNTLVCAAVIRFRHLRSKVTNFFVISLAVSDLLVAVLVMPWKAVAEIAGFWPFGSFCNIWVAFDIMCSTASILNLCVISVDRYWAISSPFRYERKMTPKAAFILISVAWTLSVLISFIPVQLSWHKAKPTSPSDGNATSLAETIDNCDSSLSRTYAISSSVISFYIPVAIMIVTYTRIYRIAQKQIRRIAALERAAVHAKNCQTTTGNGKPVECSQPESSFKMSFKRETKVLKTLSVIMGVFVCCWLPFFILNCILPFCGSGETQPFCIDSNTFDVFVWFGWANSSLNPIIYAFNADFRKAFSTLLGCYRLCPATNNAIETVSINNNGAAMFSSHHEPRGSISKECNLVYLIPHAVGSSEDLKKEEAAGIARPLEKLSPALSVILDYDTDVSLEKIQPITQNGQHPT
D1 antagonist = Antagonist of Human D 1 Dopamine Receptor: qHTS | D(1A) dopamine receptor (Homo sapiens), P21728 | HEK293 TREx D1 cells, calcium flux, dopamine EC80; hits give low values | activity change, negative = inhibition, % at 10 µM | hit rate 3.2% among 360,000; in the data active = activity change below about -30%; note: % is set by controls: 0 for no effect and ±100 for the full control effect
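Cells carrying a force-coupled, tetracycline-inducible human D1 receptor report calcium flux. Each well gets a 10 s baseline, compound with 180 s monitoring, then an EC80 dopamine stimulus with a second 180 s kinetic read.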
RXFP1 ag = qHTS Assay for Agonists of the Relaxin Receptor RXFP1; Relaxin receptor 1 (Homo sapiens), Q9HBX9; HEK293T-RXFP1 cAMP TR-FRET, 30 min; response scale: percent of porcine relaxin response, buffer zero; Potency, µM (doses to about 57.5 µM), for inactives: top-dose activation, most hits filed as activators; hit rate 0.3% among 370,000; note: potency is the fitted concentration of half-maximal effect; % is set by controls: 0 for no effect and ±100 for the full control effect; nearly all actives have a fitted effect of over 60% in size; many of its hits are not listed in these tables
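HEK293T cells stably expressing RXFP1 were pretreated with the PDE4 inhibitor Ro 20174, exposed to compounds for 30 min at 37C, lysed, and cAMP was read by TR-FRET. Data normalized to buffer (basal) and 29 nM porcine relaxin (100%).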
D2 PAM = HTS Assay for Positive Allosteric Modulators of the Human D2 Dopamine Receptor: Primary Screen for Potentiators | AID 485347, 2010 | potentiation, % at 10 µM | HEK293 T-REx D2, calcium flux, EC20 dopamine potentiation | D(2) dopamine receptor (Homo sapiens), P14416 | hit rate 0.34% among 340,000;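 active = potentiation over 3 SD above the plate norm, cut at about 30% in these data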; note: 0% is about no effect
Target sequence (P14416 whole entry, looked up): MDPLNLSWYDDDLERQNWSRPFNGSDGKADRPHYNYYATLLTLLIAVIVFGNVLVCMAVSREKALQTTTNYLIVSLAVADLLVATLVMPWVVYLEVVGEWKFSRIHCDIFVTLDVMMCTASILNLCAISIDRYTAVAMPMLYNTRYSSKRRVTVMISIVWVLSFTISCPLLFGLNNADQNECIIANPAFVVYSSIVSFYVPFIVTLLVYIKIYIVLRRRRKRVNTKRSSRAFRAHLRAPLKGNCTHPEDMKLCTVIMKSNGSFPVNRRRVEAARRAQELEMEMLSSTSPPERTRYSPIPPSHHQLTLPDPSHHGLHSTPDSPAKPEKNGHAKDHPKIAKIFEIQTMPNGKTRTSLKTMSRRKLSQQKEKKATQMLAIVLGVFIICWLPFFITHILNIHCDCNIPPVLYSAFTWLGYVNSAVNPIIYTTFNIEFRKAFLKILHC
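Cells plated with tetracycline inducer and held overnight at 30 C; calcium dye loaded 30–90 min at room temperature; baseline taken, compound added and read 180 s; EC20 dopamine then added and read 180 s.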
D1 ag = Allosteric Agonists of the Human D1 Dopamine Receptor: qHTS | HEK293 T-REx D1 cells, calcium flux, agonist mode | activation, % at 2 µM | hit rate 1% among 360,000 | AID 504660, 2011; in the data active = activation above about 30%; note: 0% is about no effect
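Inducible HEK293 T-REx D1 cells, force-coupled to calcium signalling, were plated at 4000 cells/well with tetracycline and held overnight at 30 C. After no-wash calcium dye loading, compound-evoked calcium rise over 180 s flagged agonists.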
Vif-APOBEC3F blk = qHTS for Inhibitors of Vif-A3F Interactions: qHTS; Potency, µM (top dose mostly 46.1 µM), for inactives: at the highest dose activity, negative = active; HeLa A3F-eYFP + Vif (tagged APOBEC3F with the HIV-1 protein that degrades it), YFP fluorescence increase; hit rate 0.2% among 390,000; AID 602313, 2012; note: potency is the fitted concentration of half-maximal effect; % of control where 0% means no effect; nearly all actives have a fitted effect of over 65% in size
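HeLa cells stably expressing A3F-eYFP plus Vif, plated and incubated overnight at 37 deg C, then exposed to compounds overnight at 37 deg C. Blocked degradation read as raised yellow fluorescence (Ex 488/Em 500-530).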
Vif-APOBEC3G blk = qHTS for Inhibitors of Vif-A3G Interactions: qHTS | DNA dC->dU-editing enzyme APOBEC-3G (Homo sapiens), Q9HC16 | HeLa A3G-eYFP + Vif (tagged APOBEC3G with the HIV-1 protein that degrades it), YFP fluorescence, overnight | Potency, µM (doses to about 46.1 µM), without a hit: top-dose activity, negative = active, hits mostly inhibitors | hit rate 0.076% among 410,000;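 note: potency is the fitted concentration of half-maximal effect; % is set by controls: 0 for no effect and ±100 for the full control effect; nearly all actives have a fitted effect of over 60% in size; hits raise eYFP signal because A3G escapes Vif-driven loss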
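Read-out is eYFP fluorescence (Ex 488/Em 500-530) from Vif-expressing HeLa A3G-eYFP cells; more signal means A3G escaped Vif-mediated degradation. Cells plated overnight, compound pinned in, incubated overnight at 37 deg C.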
Glioma ERSR ind = qHTS for Inducers of the Endoplasmic Reticulum Stress Response (ERSR) in Human Glioma: qHTS; U87-MG GRP78 promoter luciferase reporter, 16 h; Potency, µM, without a hit: at the top dose activation, most hits filed as activators; hit rate 0.02% among 420,000; note: potency is the fitted concentration of half-maximal effect; series mostly up to about 76 µM; % of control where 0% means no effect; nearly all actives have a fitted effect of over 35% in size
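Stably transfected U87-MG human glioma cells carrying a GRP78-based luminescent sensor were seeded at 1000 cells/well, pin-dosed with compounds and incubated 16 h. Luciferase reagent was then added, and end-point luminescence was read after 10 min at room temperature.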
* marks the source's active call; other numbers are inactive results; u = inconclusive; x = no result given; & = joins results of further samples. Unless noted, calls come from the whole dose curve; as a rule, active = well fitted curve in the direction sought with a large enough effect; inconclusive = small, poorly fitted or top-dose-only effect, or another doubt; inactive = no such curve, though single readings can be large; an effect the other way counts as inactive or inconclusive. An excerpt; count on the stated rates, not on these rows.

no.	canonical_smiles	RXFP1 ag	D1 PAM	Glioma ERSR ind	Vif-APOBEC3F blk	D1 antagonist	D1 ag	RXFP1 antag	Vif-APOBEC3G blk	D2 PAM
1	C[C@H](O)[C@@H]1C(=O)N2CCc3ccc(-c4ccccc4)cc3[C@@H]2C[C@@H]1N(C)C(=S)Nc1ccc(F)cc1	x	x	-2%	-2%	x	x	-6	-9%	x
2	Cc1ccc(NC(=O)Nc2cnccn2)cc1Cl	0.2%	3	6%	-16%	-9	2	-3	1%	12
3	Cc1ccc(CNC(=O)Cn2c(=O)n(-c3ccccc3)c(=O)c3sccc32)cc1	4.8%	-2	-6%	4%	0	-1	-10	-1%	-7
4	O=c1c(-c2ccc(Br)cc2)[n+]([O-])c2ccccc2n1OCc1ccccc1	-0.1%	19	0%	0%	16	2	6	2%	5
5	CCOP(=O)(c1c(F)c(F)c(F)c(F)c1F)C(O)c1ccccc1 (configuration not stated)	2.6%	-1	-1%	7%	-6	1	1	-2%	-4
6	CCOC(=O)c1c(/N=C/N(C)C)sc2c1CCC2	-0.5%	-9	-6%	0%	-2	0	-3	-4%	-15
7	C=CCNC(=S)NN=C1CCC(c2ccccc2)CC1 (configuration not stated)	-0.6%	-10	-3%	-1%	-3	4	2	-8%	2
8	CCOc1ccc(Br)cc1CNCCN1CCOCC1	1.1%	-1	-3%	-10%	-13	3	10	-2%	1
9	Cc1c(NC(=O)c2ccco2)cccc1-c1nc2cccnc2s1	-0.3%	-2	4%	3%	1	9	-4	-6%	-18
10	COC(=O)c1sccc1NC(=O)c1c(Cl)cccc1Cl	0.0%	2	-4%	-2%	-2	5	14	0%	-1
11	O=C(N/N=C/c1ccc2c(c1)OCO2)c1ccn(Cc2ccc(Cl)cc2)n1	-0.1%	1	-2%	7%	8	2	-21	-3%	5
12	COc1ccc(N(CC(=O)Nc2cc(C)ccc2C)S(=O)(=O)c2ccc(OC)c(OC)c2)cc1	-1.9%	-4	-2%	-9%	2	4	-6	1%	-11
13	COc1cc(S(=O)(=O)N(Cc2cccnc2)Cc2ccco2)ccc1-n1cnnn1	1.4%	-7	-3%	-9%	-21	3	-4	-15%	-12
14	COc1ccc(C(=O)NCC2CCCO2)cc1S(=O)(=O)N1CCCc2ccccc21 (configuration not stated)	-2.2%	2	-1%	-5%	-8	2	-6	-3%	-1
15	CN(C)CCNC(=O)C1CCCNC1=O (configuration not stated)	-0.6%	0	-4%	-9%	-3	2	-13	-4%	-1
16	COc1ccc(OC)c(C(=O)CSc2nc3cccnc3n2C)c1	1.1%	-4	-3%	0%	-19	9	19	1%	x
17	O=C(NC(C(=O)c1ccccc1)N1CCOCC1)c1cccs1 (configuration not stated)	-0.3%	0	2%	1%	-4	0	-9	0%	2
18	CCC(C(=O)Nc1ccccc1C(=O)N1CCCC1)N1C(=O)c2ccccc2C1=O (configuration not stated)	2.4%	-2	-6%	5%	-21	1	3	-5%	-4
19	O=C(C1=C(O)C(=O)N(Cc2ccco2)C1c1cccc(O)c1)c1ccco1 (configuration not stated)	u	3	-2%	3%	1	4	7	3%	1
20	O=C(NC1CCCc2ccccc21)C1CCN(C(=O)c2sccc2-n2cccc2)CC1 (configuration not stated)	0.0%	-6	-4%	1%	-7	0	-1	1%	8
21	CCCN1CCN(CCCNC(=O)CN2C(=O)c3cccnc3Oc3ccc(C)cc32)CC1	-1.8%	-7	-3%	-8%	-8	4	0	-4%	-3
22	CCN(C(=O)CN1C(=O)NC2(CCCC2)C1=O)c1nc2c(C)cccc2s1	x	x	-4%	-5%	x	x	-1	-8%	x
23	COc1ccc(OC)c(NC(=O)N2c3ccccc3Sc3ccccc32)c1	-0.7%	1	-1%	-2%	0	0	2	1%	9
24	COc1ccccc1N1CCN(C(=O)[C@H](C)NS(=O)(=O)c2ccc3c(c2)OCCCO3)CC1	x	x	-2%	-3%	x	x	-2	-2%	x
25	COc1ccccc1N1CCN(/N=C/c2cc([N+](=O)[O-])ccc2Cl)CC1	-2.3%	0	-2%	0%	-1	4	-2	1%	x
26	Cc1ccccc1C(=O)NCC(=O)OC(C)C(=O)Nc1ccnn1C(C)C (configuration not stated)	0.6%	-2	-2%	7%	-8	1	-6	0%	-1
27	CS(=O)(=O)N(CC(=O)NCc1ccncc1)c1ccc(Cl)c(Cl)c1	-2.9%	-2	0%	7%	-7	8	-1	1%	1
28	CCOc1ccccc1CN1CCC(Oc2cccc(C(=O)NCCOC)c2)CC1	2.6%	-8	-4%	-7%	-48*	3	5	0%	-4
29	Cc1cc(C)c(S(=O)(=O)N2CCN(C(=O)c3ccc4c(c3)OCO4)CC2)c(C)c1	4.7%	-8	-1%	3%	-13	3	-8	-4%	x
30	O=C1NC(=Nc2ccccc2)SC1(CO)CO	0.8%	-1	-1%	-4%	-8	2	7	1%	-2
31	COc1ccc(NC(=O)c2cc(C)nc3ccccc23)c(OC)c1	-0.2%	-8	-5%	3%	3	1	-10	-2%	-2
32	COc1ccc(/C=C(\NC(=O)c2ccc(OC)cc2)C(=O)N2CCCCC2)cc1	4.4%	-4	1%	-8%	-11	3	-1	1%	-2
33	CC(C)(C)NC(=O)Cn1c(=O)n(CC(=O)NC(C)(C)C)c2ccccc21	0.0%	0	-3%	4%	-13	2	2	0%	0
34	CC1=CC(C)(C)Nc2ccccc21	1.3%&-1.1%	-4&1	-3%&-3%	-6%&-3%	0	-3&-1	-21	0%&0%	4&0
35	COc1ccc(C2NC(=O)NC(C)=C2C(=O)OC2CCCCC2)cc1 (configuration not stated)	x	x	-4%	-8%	x	x	2	-7%	x
36	CC(=O)/C(C#N)=C1\NC(=O)C(Cc2ccc(C)c(Cl)c2)S1 (configuration not stated)	-0.1%	-11	4%	u	-14	3	-13	-8%	-3
37	O=C(N/N=C/c1cccc(C(F)(F)F)c1)C1CCN(c2ncc(C(F)(F)F)cc2Cl)CC1	0.5%	-2	-5%	3%	1	2	3	2%	2
38	O=C(NCc1ccccn1)c1ccc(NS(=O)(=O)c2cccc(Cl)c2)cc1	-1.3%	-3	-4%	-3%	17	3	9	-6%	-9
39	COc1ccc(S(=O)(=O)NC2CC2)cc1-n1cnnn1	0.8%	-5	-1%	-3%	7	1	1	-2%	-1
40	CCOc1ccccc1NC(=O)CSc1ccc([N+](=O)[O-])cc1	-1.7%	0	-3%	-4%	3	15	-8	-1%	-14
41	CC(=O)Nc1nnc(SCC(=O)c2ccc(F)cc2)s1	2.4%	4	6%	-12%	6	0	0	1%	-6
42	CCCCCOc1ccc(C2c3c(oc4ccccc4c3=O)C(=O)N2c2nc(C)c(C)s2)cc1OCC (configuration not stated)	4.6%	-4	-2%	1%	18	2	-6	-2%	-6
43	Oc1cccc(C(O)CNCc2ccc(-c3ccccc3)cc2)c1 (configuration not stated)	1.6%	-11	4%	7%	-24	13	-5	-17%	-5
44	CCOC(=O)c1c(-c2ccc(C)cc2)csc1NC(=O)c1cc(=O)c2cc(C)cc(C)c2o1	4.3%	-2	-3%	1%	8	2	-4	1%	16
45	CCOC(=O)c1oc2ccccc2c1NC(=O)c1cc(OC)cc(OC)c1	-1.4%	0	-2%	0%	-11	2	24	-8%	15
46	CC(CCC(=O)O)(c1ccc(O)cc1)c1ccc(O)cc1	1.8%	0	-3%	0%	x	-1	x	2%	4
47	COc1ccc(C)cc1NC(=O)C(=O)NNC(=O)c1ccco1	-1.1%	-3	3%	1%	-1	3	11	-2%	x
48	COc1ccc(NC(=O)C[C@H]2C(=O)N(c3ccccc3)C[C@@H]2C)cc1	x	x	0%	-2%	x	x	-3	1%	x
49	CCC(=O)Nc1sc2c(c1C(N)=O)CCN(C(C)=O)C2	0.5%	-6	-2%	0%	-13	2	x	1%	0
50	O=c1[nH]ncn1-c1ccccc1	0.2%	0	-7%	-4%	6	2	5	0%	1
51	CCOC(=O)c1cc2c(=O)n3ccccc3nc2n(CCOC)c1=NC(=O)c1cc2ccccc2o1	1.6%	1	0%	1%	1	-1	x	-5%	20
52	O=C(CCn1c(=S)[nH]c2ccccc2c1=O)N1CCOCC1	-1.3%	4	9%	1%	6	0	x	1%	14
53	COc1ccc(CCNC(=O)CN(c2ccc(OC)c(OC)c2)S(C)(=O)=O)cc1	0.8%	10	-7%	4%	-6	2	-4	-1%	0
54	O=[N+]([O-])c1ccccc1/C=N\Nc1nccs1	-0.9%	1	0%	8%	30	-3	-7	0%	13

Screening data (PubChem BioAssay)
